# Assay outcomes from PubChem BioAssay.
# HttQ103 aggreg – reduces HttQ103-GFP aggregates in PC12 cells. PC12 HttQ103-GFP aggregates, Acumen cytometry, 40 h. Potency, µM (series often up to 46.1 µM), without a hit: at the top dose activity change, negative = inhibition, actives largely listed as inhibitors. actives 1.1% (n = 220,000). AID 1688; note: potency is the fitted concentration of half-maximal effect; % is set by controls: 0 for no effect and ±100 for the full control effect; nearly all actives have a fitted effect of over 60% in size
#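 Using laser scanning cytometry, GFP-positive aggregates were counted after lysis of PC12 cells induced with 100 nM tebufenozide to express HTT exon 1 Q103–GFP. Compounds were tested in titration.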
# CBFb RUNX1 block – blocks binding between human CBF-beta and RUNX1; Q01196+Q13951; AlphaScreen CBFb-His/RUNX1-biotin binding, biochemical; 230,000 tested, under 10 active; AID 1477; Potency, µM (doses to about 59.8 µM), inactives show at the highest dose activity, negative = inhibition, most hits filed as inhibitors; note: % of control where 0% means no effect
# Target sequence (Q01196 whole entry, looked up): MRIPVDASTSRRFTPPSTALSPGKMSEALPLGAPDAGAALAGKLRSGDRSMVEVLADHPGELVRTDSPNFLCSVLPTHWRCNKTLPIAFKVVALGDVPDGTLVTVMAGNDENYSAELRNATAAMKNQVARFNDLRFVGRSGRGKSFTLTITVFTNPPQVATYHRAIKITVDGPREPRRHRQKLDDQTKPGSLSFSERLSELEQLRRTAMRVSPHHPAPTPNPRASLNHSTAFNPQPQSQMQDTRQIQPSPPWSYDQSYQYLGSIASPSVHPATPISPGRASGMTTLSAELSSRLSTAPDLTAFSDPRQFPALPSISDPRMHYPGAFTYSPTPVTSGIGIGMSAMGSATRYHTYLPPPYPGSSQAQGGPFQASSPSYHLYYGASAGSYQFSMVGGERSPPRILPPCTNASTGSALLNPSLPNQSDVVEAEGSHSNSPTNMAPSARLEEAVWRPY
# Target sequence (Q13951 whole entry, looked up): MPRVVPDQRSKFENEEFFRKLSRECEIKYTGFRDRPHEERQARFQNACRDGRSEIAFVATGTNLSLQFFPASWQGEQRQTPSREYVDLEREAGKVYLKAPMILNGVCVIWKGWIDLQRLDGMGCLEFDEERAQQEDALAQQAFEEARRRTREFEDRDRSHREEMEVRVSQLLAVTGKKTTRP
#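 Inhibition was taken as any reduction in AlphaScreen signal from the CBF-beta–RUNX1 pair (His and biotin tags, 30 nM each), measured after compound (15 min) and bead (90 min) incubations at room temperature.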
# Luc counter – blocks Kinase-Glo luciferase, a counter-screen artifact; Potency, µM (series often up to 38.3 µM), without a hit: at the top dose activity change, negative = inhibition, actives largely listed as inhibitors; actives 0.28% (n = 200,000); Kinase-Glo luciferase, ATP luminescence, 8 min; Q27757; note: potency is the fitted concentration of half-maximal effect; % is set by controls: 0 for no effect and ±100 for the full control effect; nearly all actives have a fitted effect of over 60% in size
#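 Compound is pinned into ATP-containing buffer (10 uM ATP, imidazole pH 7.2, 7 mM MgCl2). Kinase-Glo luciferase reagent is then added. Light output is recorded following an 8-min room-temperature incubation.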
# Lamin A splicing – LMNA splicing modulation; actives 0.01% (n = 200,000); HeLa LMNA splicing GFP/RFP minigene ratio, 48 h; Potency, µM (doses to about 46.1 µM), inactives show top-dose ratio change, negative = inhibition, most hits filed as inhibitors; active = well fitted inhibition curve with a large enough effect in the signal ratio, with a control signal flat, not every such curve was filed as active; inconclusive = small, poorly fitted or top-dose-only effect, or effect the other way, or a change in a side signal; the % refers to the signal ratio; note: potency is the fitted concentration of half-maximal effect; % is set by controls: 0 for no effect and ±100 for the full control effect
#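 Read-out is the ratio of GFP to DsRed2 object intensity, acquired by 488 nm laser-scanning cytometry on HeLa lamin A-EGFP minigene reporter cells. Compound incubation 48 hrs at 37 °C in Opti-MEM with 2% FBS; DMSO 0.5% final.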
# IMPase Li cell – membrane-permeable IMPase blocker, potentiated with lithium | CHO-M1 cells, IP1 TR-FRET (IP-One), carbachol + lithium | actives 0.35% (n = 210,000) | Potency, µM (titrated, usually from 59.4 µM), for the others: at the highest dose activity, negative = IMPase inhibition, actives largely listed as inhibitors;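 note: IP1 builds up when IMPase is blocked and the TR-FRET signal falls; potency is the fitted concentration of half-maximal effect; plate controls were basal vehicle for no effect and high inhibitor control for full effect; nearly all actives have a fitted effect of over 50% in size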
#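 Concentration–response in CHO-M1 cells, lithium-potentiated; 30 min at 37C. IP1 detected by competitive TR-FRET after 10 min lysis at RT. Hill-fitted AC50.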
# Epigenetic derep – derepresses silenced GFP reporter in murine cells | murine LDR cells, GFP reporter derepression, 30 h | Potency, µM (highest dose often 53.9 µM), inactives show top-dose GFP activation, hits mostly activators | actives 0.2% (n = 280,000); note: potency is the fitted concentration of half-maximal effect; % of control where 0% means no effect; nearly all actives have a fitted effect of over 60% in size
#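 GFP-positive cell count by laser-scanning cytometry (objects 20–120 um) after 30 h, 37 C compound exposure of murine LDR cells; reporter is CMV-GFP integrated at a silenced locus, inducible by HDAC or DNMT inhibitors.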
# NPSR antagonist – neuropeptide S receptor (human) antagonism, cAMP. Q6W5P4. CHO-NPSR cells, cAMP TR-FRET, antagonist mode. Potency, µM (doses to about 38.3 µM), for inactives: top-dose activity change, negative = inhibition, usual class: inhibitors. actives 1% (n = 220,000). AID 1461; note: potency is the fitted concentration of half-maximal effect; % is set by controls: 0 for no effect and ±100 for the full control effect; nearly all actives have a fitted effect of over 50% in size; many of its hits are not listed in these tables
# Target sequence (Q6W5P4 whole entry, looked up): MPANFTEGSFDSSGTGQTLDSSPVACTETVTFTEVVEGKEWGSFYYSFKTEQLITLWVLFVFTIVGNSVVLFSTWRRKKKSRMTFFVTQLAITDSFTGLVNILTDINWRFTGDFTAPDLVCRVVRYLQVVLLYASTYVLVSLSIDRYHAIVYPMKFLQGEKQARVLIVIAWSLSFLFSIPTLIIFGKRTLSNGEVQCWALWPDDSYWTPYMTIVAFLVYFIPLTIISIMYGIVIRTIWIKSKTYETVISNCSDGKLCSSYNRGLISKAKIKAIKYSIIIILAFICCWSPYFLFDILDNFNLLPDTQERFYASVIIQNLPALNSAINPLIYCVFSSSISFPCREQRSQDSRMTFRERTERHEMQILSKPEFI
# Starred values were filed as active, the others as inactive; ? = inconclusive; / = no result given; & = joins results of further samples; [ ] = remark or other dose. Unless noted, calls come from the whole dose curve; as a rule, active = well fitted curve in the direction sought with a large enough effect; inconclusive = small, poorly fitted or top-dose-only effect, or another doubt; inactive = no such curve, though single readings can be large; an effect the other way counts as inactive or inconclusive.
(1) O=C1OC(Cc2ccncc2)C(O)=C1C1=NCCCN1 (configuration not stated)
(2) Cc1oc(-c2ccccc2Cl)nc1CSc1nc2c(c(=O)[nH]1)CCCC2
(3) O=C(c1ccccn1)N(Cc1cc2ccccc2[nH]c1=O)C1CCCCC1
(4) O=C(Nc1ccc(OC(F)(F)F)cc1)Nc1cccc([N+](=O)[O-])c1
(5) CCOC(=O)C1=C(C)N=C2SC(C)C(=O)N2C1/C=C/c1ccccc1OC (configuration not stated)
(6) CCOC(=O)N1CCN(C(=O)c2ccc3c(=O)n(-c4cc(OC)ccc4OC)c(=S)[nH]c3c2)CC1
(7) CCOC(=O)N1CCC(NC(=O)c2cc3c(=O)[nH]c4ccccc4c3n2C)CC1
(8) CCC(C)c1ccc(OCC(=O)Nc2ccc3[nH]c(=O)[nH]c3c2)cc1 (configuration not stated)
(9) COc1cccc([C@@H]2Oc3ccc(Br)cc3C(=O)[C@H]2OC(=O)NS(=O)(=O)c2ccc(F)cc2)c1
(10) Cc1ccc(NC(=S)NCC(C)C)cc1
compound no. | 1 | 2 | 3 | 4 | 5 | 6 | 7 | 8 | 9 | 10
HttQ103 aggreg | 24% | -34%[9.22 µM] | 5% | ? | -11% | -14% | 16% | 3% | / | 13%
CBFb RUNX1 block | 6% | -2% | 3% | -4% | 3% | 4% | 1% | -2% | 4% | -2%
Luc counter | 1% | / | 1% | / | 0% | -2% | / | 0% | 2% | -1%
Lamin A splicing | -6% | / | -2% | -29% | -17% | / | / | 10% | / | 2%
IMPase Li cell | 1% | / | -7%[38.3 µM] | / | 15% | 7% | -3% | -3% | 6% | -6%
Epigenetic derep | -1.3% | -6.8% | 0.7% | ? | -3.3% | -1.2% | -0.2% | 0.0% | 2.2% | -2.2%
NPSR antagonist | 17% | -20% | -21%[46.1 µM] | ? | 8%[46.1 µM] | 1% | 18% | 9% | / | 9%

(11) COc1cc(NC(=O)Cn2c(=O)n(CC3CCCO3)c(=O)c3ccccc32)cc(OC)c1 (configuration not stated)
(12) CCOC(=O)c1c(C)[nH]c(C(=O)COC(=O)/C=C/c2ccc(OCC#N)c(OC)c2)c1C
(13) Cc1ccc(N2CC(C(=O)Nc3c(C)n(C)n(-c4ccccc4)c3=O)CC2=O)cc1 (configuration not stated)
(14) O=C(NCCc1ccccn1)C(F)(F)C(F)(F)C(F)(F)C(F)(F)C(F)(F)C(F)F
(15) CCOC(=O)CC1=C(C(=O)OCC)C(c2ccncc2)C(C#N)=C(N)O1 (configuration not stated)
(16) CN(c1ccccc1)S(=O)(=O)c1cccc(NC(=O)Cn2cnc3c2c(=O)n(C)c(=O)n3C)c1
(17) O=C(NCC1CCCO1)C1CCN(C2CCN(CCCC3CCCC3)CC2)CC1 (configuration not stated)
(18) CC1(C(=O)O)CCC(C(=O)Nc2ccc(S(N)(=O)=O)cc2)C1(C)C (configuration not stated)
(19) CCOC(=O)c1ccc(CC(=O)c2oc3cc(O)ccc3c2C)o1
(20) O=C(O)c1ccccc1-c1nc(-c2ccccc2)c(-c2ccccc2)[nH]1
compound no. | 11 | 12 | 13 | 14 | 15 | 16 | 17 | 18 | 19 | 20
HttQ103 aggreg | 32% | 19% | 3% | -22% | -23% | ? | 25%[9.22 µM] | -7% | -17% | 19%
CBFb RUNX1 block | 3% | 16% | 13% | 2% | -1% | -3% | 3% | -1% | -4% | -5%
Luc counter | 0% | -5% | 1% | -2% | 1% | / | -3% | -3% | 5% | 2%
Lamin A splicing | -11%[9.22 µM] | -3%[46 µM] | -7%[46 µM] | -8% | -5% | -18% | 22%[46 µM] | 2% | 5% | /
IMPase Li cell | 7% | -8% | 17% | -2% | / | / | 14% | -5%[38.3 µM] | -12%[38.3 µM] | 2%
Epigenetic derep | 2.3%&-0.1% | 1.1% | -8.1% | -1.6% | 0.0% | 0.0% | 3.9% | -3.1% | 0.0% | -6.1%
NPSR antagonist | -33% | 3% | 14% | 7% | -14%[46.1 µM] | -9%[46.1 µM] | 3% | -6%[46.1 µM] | 0%[46.1 µM] | -29%

(21) CCOc1ccc(C(=O)NCCc2ccccc2)cc1
(22) CC(/C=C/c1ccccc1)=N\Nc1nc(-c2ccccc2)cs1
(23) COc1ccc(CNC(=O)C2CCN(S(=O)(=O)c3cccc4cccnc34)CC2)cc1
(24) O=C(NCc1ccccc1Cl)NC(=O)c1ccccc1
(25) COc1ccc(S(=O)(=O)NCC(=O)O)cc1C(=O)NC1CCCCC1
(26) CCN1C(=O)c2ccccc2Sc2ccc(C(=O)NCCCN3CCOCC3)cc21
(27) COc1ccc(Cl)cc1C(=O)NCC(C)C
(28) O=C(c1ccc(S(=O)(=O)N2CCCCC2)cc1)N1CCCc2ccccc21
(29) O=C1C=C(Nc2ccc(Cl)cc2Cl)CC(c2ccco2)C1 (configuration not stated)
(30) Cc1ccc(-n2cc(CN3CCNC(=O)CC3)c(-c3cccc(C)c3)n2)cc1
compound no. | 21 | 22 | 23 | 24 | 25 | 26 | 27 | 28 | 29 | 30
HttQ103 aggreg | 5%[9.22 µM] | -2% | -5% | 2% | 5% | -5% | -16% | ? | 6% | 12%[9.22 µM]
CBFb RUNX1 block | 7% | 9% | -1%[2.36 µM] | 2% | -3% | -1% | 5% | 3% | -6% | -8%
Luc counter | -11% | 1% | -3% | 2% | 0% | -3% | 1% | 2% | / | -1%
Lamin A splicing | 1% | ? | 6% | -7%[46 µM] | -9% | 7%[46 µM] | -5% | -22% | / | /
IMPase Li cell | -1%[38.3 µM] | 9% | 9% | 6% | -2% | 7% | 0%[38.3 µM] | 13%[38.3 µM] | 18% | -6%
Epigenetic derep | -1.5% | -9.7% | -2.6% | -0.4% | 1.3% | -3.9% | -1.7% | -1.1% | 0.0% | 0.1%
NPSR antagonist | -5%[46.1 µM] | -25%[46.1 µM] | 6% | 3% | 16% | -6% | 0%[46.1 µM] | -17%[46.1 µM] | 43% | 34%

(31) O=C(NNC(=S)Nc1ccc(F)c(Cl)c1)C1CC1
(32) COc1cccc(/C=N/NC(=O)C(C)n2nnc3ccccc32)c1 (configuration not stated)
(33) Cc1ccccc1C(=O)Oc1ccc(Sc2ccc(O)cc2)cc1
(34) CCOC(=O)C(CCCOc1ccccc1C)C(=O)OCC
(35) O=C(CCCCCCCC(=O)NCC1CCCO1)NCC1CCCO1 (configuration not stated)
(36) O=C1C(C23CC4CC(CC(C4)C2)C3)C(=O)N(c2ccccc2)N1c1ccccc1
(37) O=C1CS/C(=N\c2ccccn2)N1C1CCCCC1
(38) O=C(NCc1cccnc1)c1sc2cc(Cl)ccc2c1Cl
(39) CC(NC(=O)COc1ccc(-c2nnco2)cc1)c1ccc(Cl)cc1Cl (configuration not stated)
(40) O=C(Nc1nc2nccc(-c3ccccc3)n2n1)c1ccccc1
compound no. | 31 | 32 | 33 | 34 | 35 | 36 | 37 | 38 | 39 | 40
HttQ103 aggreg | 0% | 18% | -13% | 4% | 6% | -4% | 8% | -15% | 15% | -4%[9.22 µM]
CBFb RUNX1 block | 9% | 2% | 11% | ? | 4% | 3% | 8% | -1% | 1% | 2%
Luc counter | 6% | -1% | -3% | -1% | -1% | 2% | 11% | 0% | / | /
Lamin A splicing | / | 7% | ? | 10% | -1% | -12% | 1% | 12% | -10% | /
IMPase Li cell | -4% | -1% | 45%[activator][38.3 µM] | 30%[activator][38.3 µM] | -1% | 2% | -2%[38.3 µM] | -10%[38.3 µM] | / | /
Epigenetic derep | -0.6% | 1.8% | 7.6% | -0.8% | 2.4% | -2.0% | 0.0% | -2.3% | -0.9% | 1.1%
NPSR antagonist | -17% | 7% | -16%[46.1 µM] | -7%[46.1 µM] | -6%[46.1 µM] | -3%[46.1 µM] | 10%[46.1 µM] | ? | -5%[46.1 µM] | 5%[7.67 µM]

# Compound profiles, from the list above. Values in the order: HttQ103 aggreg	CBFb RUNX1 block	Luc counter	Lamin A splicing	IMPase Li cell	Epigenetic derep	NPSR antagonist
# `O=C1C(C23CC4CC(CC(C4)C2)C3)C(=O)N(c2ccccc2)N1c1ccccc1` as listed: -4%	3%	2%	-12%	2%	-2.0%	-3%[46.1 µM]
# `CC(NC(=O)COc1ccc(-c2nnco2)cc1)c1ccc(Cl)cc1Cl` (configuration not stated) as listed: 15%	1%	/	-10%	/	-0.9%	-5%[46.1 µM]
# `Cc1ccccc1C(=O)Oc1ccc(Sc2ccc(O)cc2)cc1` as listed: -13%	11%	-3%	?	45%[activator][38.3 µM]	7.6%	-16%[46.1 µM]

# Remaining list, next part
(41) CCCCN1C(=O)C(O)=C(C(C)=O)C1c1ccccc1 (configuration not stated)
(42) COC(=O)CN1C(=O)C(C)(C)Oc2ccc(C(=O)NC3CC3)cc21
(43) C[C@H](NC(=O)c1nc[nH]c1C(=O)NCCCCCNC(=O)OC(C)(C)C)C(=O)OC(C)(C)C
(44) Clc1ccc(OCCCn2ccnc2)c(Br)c1
(45) Cc1ccc(NC(=O)c2cc(N3CCOCC3)nc3ccccc23)cc1
(46) C=CCn1c(N)c(C(=O)OC(C)(C)C)c2nc3ccccc3nc21
(47) CCCCCOc1ccc(Br)cc1/C(C)=N/NC1=NCCN1
(48) CCOC(=O)c1ccccc1NC(=O)C=C(C)C
(49) CCOC(=O)N1CCC(NCCNC(=O)c2ccccc2Cl)CC1
(50) Oc1ccc(-c2nc3ccccc3s2)cc1
(51) COC(=O)C1CCN(CC(N)=O)CC1
(52) N#CCC(=O)NCCCc1ccccc1
(53) Cc1ccc(-n2c(SCc3ccc([N+](=O)[O-])cc3)nc3ccccc3c2=O)cc1
compound no. | 41 | 42 | 43 | 44 | 45 | 46 | 47 | 48 | 49 | 50 | 51 | 52 | 53
HttQ103 aggreg | 18% | -22% | -15%[9.22 µM] | 5% | 4% | -6%[9.22 µM] | ? | 7% | 17% | -15%[9.22 µM] | 7% | -5% | -14%
CBFb RUNX1 block | -6% | 0% | 24% | -4% | 17% | 10% | 5% | 1% | 2% | 13% | 1% | -7% | 1%
Luc counter | 16% | 0% | / | 0% | 1% | 0% | 5% | / | 0% | / | 16% | -1% | 0%
Lamin A splicing | -2% | -2% | / | 6% | -19% | -4% | ? | ? | 4% | ? | 19% | -2% | 12%
IMPase Li cell | -18%[38.3 µM] | 25%[38.3 µM] | 8% | 14% | -2%[38.3 µM] | -6%[38.3 µM] | 26% | / | 3%[38.3 µM] | / | 26%[38.3 µM] | -5% | 4%[38.3 µM]
Epigenetic derep | 0.0% | -1.0% | -7.5% | -2.4% | 0.0% | 0.1% | 3.5% | -2.7% | 1.0% | 1.1% | 0.0% | 5.7% | -1.1%
NPSR antagonist | -5%[46.1 µM] | 13%[46.1 µM] | ? | 14% | 1%[7.67 µM] | -12%[46.1 µM] | 27%[46.1 µM] | 10%[46.1 µM] | 6%[46.1 µM] | -8% | -3%[46.1 µM] | 3% | ?

# Some of the compounds tested; rates above refer to the full screens.
